TROY signal inh: blocks TROY-dependent signaling in reporter cells. Q293 LMP1-TROYcd NF-kB luciferase reporter, 4 h. 360,000 tested, 0.98% active. AID 1347056. inhibition, % at 10 µM;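 active = compounds whose plate-normalised and pattern-corrected inhibition of the luciferase reporter signal at the single screening dose is 50% or more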
NR2F2 inh: blocks human COUP-TFII nuclear receptor; P24468; HEK293T NGFI-A luciferase reporter, luminescence; inhibition, % at 8.6 µM; 370,000 tested, 0.7% active; AID 686940;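 active = inhibition above a per-plate cutoff, mean inhibition of test wells between control levels plus 3 SD, cut at about 38% in these data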;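 also: cells cotransfected with COUP-TFII expression vector driving the NGFI-A reporter; 0% = median of COUP-TF2 test wells and 100% = reporter-only cells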
TWEAK Fn14 block: blocks TWEAK-Fn14 interaction in a reporter cell assay. TWEAK-stimulated Fn14 reporter cells, luciferase luminescence, 8 h. inhibition, % at 10 µM. 360,000 tested, 2% active. AID 1159606; in the data active = inhibition above about 50%
NCOA3 inh: inhibitors of human steroid receptor coactivator 3 (SRC3); 360,000 tested, 0.17% active; HEK293 GAL4-SRC3 luciferase reporter, luminescence; inhibition, % at 3.6 µM; Q9Y6Q9;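 active = inhibition above a per-campaign cutoff, the mean of all compounds plus 3 SD, cut at about 60% in these data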;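 also: 0% = DMSO-treated cells and 100% = gossypol-treated cells at 36 µM; higher means less SRC3-driven luciferase light from the GAL4 reporter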
KKLEB cytotox: CF airway cell cytotoxicity counter-screen. KKLEB CF airway cells viability, ATPlite luminescence, overnight; hits give low values; cells stimulated with P. aeruginosa culture filtrate. activity change (cytotoxicity), % at 5 µM. 360,000 tested, 0.36% active;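 active = corrected activity change at or below -50% at 5 µM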
CF NFkB block: cystic fibrosis NF-kB activation inhibition. inhibition, % at 5 µM. 360,000 tested, 0.86% active. AID 588850. KKLEB NF-kB-GFP reporter, PAF-induced, GFP fluorescence overnight;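 active = at least 50% inhibition at 5 µM, scaled per plate between neutral and stimulator controls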;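 also: PAF is a Pseudomonas aeruginosa culture filtrate used as stimulus; plate controls were PAF-stimulated DMSO wells for no effect and unstimulated DMSO wells for full effect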
EBV LMP1 NFkB: reduces LMP1-driven NF-kappaB luciferase signal | 350,000 tested, 0.69% active | LMP1-induced NF-kappaB luciferase reporter cells, luminescence | inhibition, % at 12.5 µM; in the data active = inhibition above about 41%;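 also: 0% = neutral control wells and 100% = reference inhibitor control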
NCOA2 inhibitor: human SRC2 (NCOA2) inhibition; HEK293 GAL4-SRC2 luciferase reporter, luminescence; inhibition, % at 9 µM; 370,000 tested, 0.17% active;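 active = inhibition above the mean inhibition of all tested compounds plus 3 SD, set per campaign, cut at about 52% in these data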;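 also: 0% = DMSO treated cells and 100% = cells given Gossypol at 36 µM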
SRC1 inh: inhibitors of human steroid receptor coactivator 1 (SRC1); HEK293 GAL4-SRC1 luciferase reporter, luminescence; inhibition, % at 3.6 µM; 360,000 tested, 0.12% active; AID 588354;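 active = inhibition above the campaign mean plus 3 SD, with each screening campaign given its own cutoff, cut at about 60% in these data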;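 also: 0% = DMSO treated cells and 100% = gossypol at 36 µM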
NR5A2 inv ag: inverse agonists of human LRH-1 (NR5A2); HEK293T StAR-luciferase reporter, LRH-1 transfected, 24 h; inhibition, % at 3.6 µM; 360,000 tested, 0.13% active; AID 602396;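 active = inhibition above the mean inhibition of all tested compounds plus 3 SD, cut at about 73% in these data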;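 also: 0% = DMSO wells and 100% = reporter-only cells lacking LRH-1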
TRAIL sens C8: caspase-8 TRAIL sensitization; NB7+C8 cells + TRAIL, ATPlite viability luminescence; inhibition (viability loss, TRAIL sensitization), % at 10 µM; 360,000 tested, 1% active; AID 624354;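 active = compounds causing at least 50% loss of cell viability in the single-dose screen, relative to plate controls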
* hit, by the source's call; · = no result given. Outcome played no part in choosing rows; 4.2% or so of the library scored in one or more.

SMILES | TROY signal inh | NR2F2 inh | TWEAK Fn14 block | NCOA3 inh | KKLEB cytotox | CF NFkB block | EBV LMP1 NFkB | NCOA2 inhibitor | SRC1 inh | NR5A2 inv ag | TRAIL sens C8
Cc1ccc(NC(=O)CSc2nc3ccccc3c3nc4ccccc4n23)cc1 | -68.7 | -11.6 | -24.5 | 25.0 | -19.4 | 16.1 | 2.2 | 2.4 | -7.2 | 13.4 | 37.5
Cc1cccc(N2CCN(C(=O)c3cc(COc4ccc(F)c(F)c4)on3)CC2)n1 | 10.2 | -13.9 | -31.2 | -86.0 | 3.2 | -1.4 | -26.2 | -24.7 | -10.4 | -28.2 | 18.2
COCCCNC(=O)C(=O)N/N=C/c1cc2c(cc1Br)OCO2 | -0.8 | 26.7 | -11.7 | -5.1 | -9.9 | 7.0 | -0.5 | 6.1 | 9.4 | 3.6 | 11.8
COc1cc(CC(NC(C)=O)C(=O)NC2CCN(C(=O)Nc3ccccc3Cl)CC2)cc(OC)c1 (centres undefined) | -1.8 | 11.0 | 1.0 | 4.3 | -9.6 | 12.8 | 6.6 | 6.5 | 3.6 | -4.6 | -7.2
Cn1c(=O)[nH]c(=O)c2[nH]c(NCCCN3CCOCC3)nc21 | -23.7 | -6.6 | -2.5 | 0.3 | 0.0 | -5.3 | -6.9 | -22.2 | -0.5 | -4.0 | 5.6
CCCC[n+]1ccn(C2=C([O-])c3ccccc3C(=O)/C2=N\S(=O)(=O)c2ccc(Br)cc2)c1 | -11.9 | 1.8 | 16.4 | 16.4 | -0.6 | 43.9 | 8.0 | -1.7 | -9.5 | 34.5 | 55.9*
CNc1cnn(-c2ccc(C)cc2)c(=O)c1Sc1ccc(C)cc1 | -11.3 | -12.9 | -9.0 | 6.3 | -13.3 | -4.2 | -6.1 | -0.1 | -9.4 | 11.1 | -4.4
CC(=O)N1c2ccc(S(=O)(=O)N3CCCCC3)cc2CC1C(=O)Nc1cccc(C)c1 (centres undefined) | -1.1 | -4.8 | -3.4 | 19.7 | 31.0 | -14.4 | -1.9 | -9.8 | -34.4 | -5.8 | 2.0
COCCCNC(=O)c1cc(OC)c(OC)c(OC)c1 | -4.6 | -0.3 | -3.7 | 15.6 | 4.2 | -1.7 | -10.1 | -41.8 | -3.3 | 11.7 | 4.7
CCOC(=O)C1CCCN(c2ccc(NC(=O)c3snc4c(=O)[nH]cnc34)cc2)C1 (centres undefined) | 2.5 | 14.4 | -17.8 | -26.7 | 7.5 | -8.8 | -1.6 | 3.5 | -29.5 | -8.9 | -10.8
O=C(Nc1ccccn1)c1cc(-n2cnnc2)ccc1Cl | 2.2 | -3.0 | -7.1 | -1.3 | -11.0 | 3.1 | 0.6 | -5.8 | 0.5 | 3.6 | -9.7
CC1CC(=O)c2cnc(Nc3ccccc3)nc2C1 (centres undefined) | -35.5 | -29.5 | 6.3 | -54.4 | -4.8 | 6.1 | -10.7 | -9.0 | -110.3 | -129.2 | 19.8
CC(C)Nc1nc(NC(C)C)nc(Nn2cnnc2)n1 | -3.0 | 17.9 | -4.2 | 7.3 | 2.1 | -1.3 | -1.0 | -30.4 | 14.4 | -21.5 | 3.3
COc1ccc(-c2csc3nc(C)nc(N4CCCCC4)c23)cc1OC | -15.2 | -18.7 | -5.0 | 21.2 | -3.6 | -22.6 | 20.5 | 12.9 | 5.7 | -2.5 | 1.1
COc1ccc(CN2C(=O)C(CC(=O)NCCc3ccccn3)CC(C(=O)N(C)C)=C2C)cc1 (centres undefined) | -1.8 | -11.6 | 9.7 | 9.3 | 14.8 | -16.5 | 4.9 | 2.2 | -9.3 | -13.4 | 3.1
CCCC(=O)Nc1c2c(nn1-c1ccc([N+](=O)[O-])cc1)CS(=O)(=O)C2 | -4.0 | -3.1 | -0.1 | -2.9 | 5.8 | -5.9 | 7.6 | -33.2 | 3.6 | -11.7 | 2.7
CCC(=O)Nc1cccc(NC(=O)CSc2nnnn2Cc2ccccc2)c1 | 2.0 | 11.1 | -1.1 | 27.2 | 4.5 | -7.3 | -7.2 | -22.9 | -3.3 | 24.5 | -3.3
COc1ccc(CNC(=O)CCN2C(=S)NC(C)(C)CC2C)cc1 (centres undefined) | 4.2 | -7.5 | -22.0 | 5.1 | -5.7 | -0.4 | 2.7 | -6.2 | 5.4 | 7.6 | -2.5
O=C(c1ccc(COc2ccc(F)cc2)o1)n1cccn1 | · | -4.2 | 0.4 | -4.7 | 11.6 | -9.8 | -0.6 | -6.1 | -1.7 | -21.4 | -14.6
CC(CCc1ccccc1)N1CCN(Cc2ccccc2)CC1 (centres undefined) | -1.1 | 10.0 | -4.0 | 17.4 | 0.6 | 14.6 | -2.9 | -9.1 | -2.5 | 6.7 | 0.1
O=C(NCCO)c1cccc(S(=O)(=O)N2CCCCC2)c1 | -3.4 | 5.4 | -5.1 | 9.6 | -7.4 | -6.8 | -11.6 | -15.3 | 4.5 | 13.7 | -19.4
NC(=O)C1CCN(CC(=O)Nc2ccccc2Sc2ccccc2)CC1 | 7.0 | -16.2 | 1.5 | -8.4 | -1.5 | 12.6 | 7.5 | 11.3 | -7.9 | 0.8 | 12.4
COc1ccc(NC(=O)N(C)C[C@H]2OCCCC[C@@H](C)Oc3ccc(N(C)C)cc3C(=O)N([C@H](C)CO)C[C@@H]2C)cc1 | -14.4 | -3.5 | 5.2 | 2.7 | 14.2 | -10.3 | 6.0 | -4.9 | 2.7 | 2.3 | 6.9
CCN(CC(=O)Nc1ccc(NC(C)=O)cc1)C(=O)c1ccc(N2C(=O)c3ccccc3C2=O)cc1 | -10.3 | -7.6 | -11.7 | -2.7 | 4.3 | 0.6 | 1.3 | -3.0 | 1.4 | 12.5 | -15.7
COc1ccc(OC)c(NC(=O)/C=C/c2ccccc2[N+](=O)[O-])c1 | -57.7 | 3.6 | 2.6 | -9.1 | 5.8 | 4.1 | 0.0 | -0.6 | -14.4 | -26.9 | -7.0
Later entries:
SMILES | TROY signal inh | NR2F2 inh | TWEAK Fn14 block | NCOA3 inh | KKLEB cytotox | CF NFkB block | EBV LMP1 NFkB | NCOA2 inhibitor | SRC1 inh | NR5A2 inv ag | TRAIL sens C8
COc1ccc(OC)c(S(=O)(=O)Nc2ccc(O)c3ccccc23)c1 | 11.9 | -6.3 | -3.1 | 15.8 | -15.2 | 63.7* | 11.9 | -12.8 | -29.4 | 21.4 | 23.9
CCCn1nc(NC(=O)c2cccs2)c2cc3cc(C)ccc3nc21 | -24.5 | -21.3 | 12.9 | -7.3 | -3.7 | -7.7 | 0.4 | -11.1 | -2.4 | 7.6 | 12.7
Cc1ccccc1Cn1nc(C)c(NC(=O)C(F)(F)F)c1C | 10.5 | -1.5 | -0.4 | 1.1 | -1.9 | 4.5 | -1.8 | 11.7 | -6.1 | 13.0 | -6.2
CC(C)(C)NC(=O)CN(CCN1CCOCC1)C(=O)CNS(=O)(=O)c1ccc(Cl)cc1 | -10.8 | -10.8 | 11.2 | 9.8 | 1.3 | -3.3 | -0.4 | -15.9 | -23.8 | -11.6 | -16.7
O=C(NC1CC1)c1ccc2c(c1)ncn2C1CCCC1 | -35.1 | 3.5 | -8.9 | -6.7 | 10.0 | -9.6 | -3.4 | -34.7 | -6.8 | -20.4 | -1.5
CCOC(=O)C1=NNC2(c3ccc(C)cc3)C(=O)N(c3ccc(Cl)cc3)C(=O)C12 (centres undefined) | -29.9 | -5.1 | 7.0 | -14.6 | 10.2 | 2.5 | 5.0 | -8.8 | -12.5 | -5.3 | -7.3
CCOC(=O)N1CCC(NC(=O)C2CCN(S(=O)(=O)c3c(C)noc3C)CC2)CC1 | 3.9 | 8.0 | -2.3 | -3.3 | 6.5 | -1.4 | 9.8 | -23.7 | -49.0 | -5.0 | 12.0
NC(=O)c1cccc(-c2ccnc3c2CC(C(=O)Nc2ccc(Cl)cc2)O3)c1 (centres undefined) | 5.3 | 12.9 | -6.2 | -3.3 | 17.1 | -45.5 | · | 5.8 | 16.7 | 2.5 | -15.9
CC(=O)Nc1nonc1NC(C)=O | 3.4 | 1.2 | 8.8 | 8.7 | -8.6 | 19.0 | 5.5 | -28.2 | -3.8 | -1.4 | -2.5
CC(=O)c1c(O)cc2c3c1OC(C)(C)C1CCC(C)(CC31)O2 (centres undefined) | 34.4 | 21.0 | 78.9* | 34.4 | -23.5 | 74.1* | 10.1 | -6.3 | 20.9 | 18.6 | 16.3
CCNc1nc(NC(C)(C)C)nc(SCC(N)=O)n1 | 5.5 | 1.1 | -0.7 | 16.3 | 7.5 | -15.5 | -5.5 | -45.3 | -14.3 | 10.2 | -8.7
O=C(Nc1cccc2ccccc12)C1CCN(C(=O)Cc2ccccc2)CC1 | 9.7 | 3.8 | 15.4 | 6.6 | -1.8 | 3.2 | -5.2 | 9.7 | 6.8 | 12.6 | -23.4
CCN(C(=O)CSC1=Nc2ccccc2C2CC=NN12)C1CCS(=O)(=O)C1 (centres undefined) | -5.8 | 14.9 | -15.0 | 17.0 | 0.7 | 9.3 | -16.1 | -35.8 | -5.4 | 10.5 | -6.6
C[C@H]1CN([C@@H](C)CO)C(=O)CCCn2cc(nn2)CO[C@@H]1CN(C)S(C)(=O)=O | 6.9 | 12.4 | 0.6 | -13.7 | -0.7 | 10.1 | 3.9 | -6.4 | -4.5 | 4.3 | 4.3
COc1ccc(CCNC(=O)C/C(C)=N/NC(=O)C2CCCCC2)cc1OC | -0.3 | 0.6 | -17.8 | -3.8 | 13.5 | -11.5 | -3.4 | -26.3 | 0.8 | 15.0 | -10.8
CC1CCN(C(=O)c2nc[nH]c2C(=O)N2CCc3ccccc3C2)CC1 | -0.2 | -9.8 | 2.7 | 5.8 | -9.9 | 5.1 | -4.7 | -17.3 | -2.4 | -8.2 | 4.9
COc1coc(C(O)C[N+](=O)[O-])cc1=O (centres undefined) | -11.2 | 0.4 | 2.5 | 16.9 | 9.5 | -2.8 | -10.5 | -10.2 | -3.1 | 4.0 | 1.8
O=C(/C=C/c1ccc(F)cc1)NC(=S)N1CCN(c2ccccn2)CC1 | -35.7 | -20.9 | -27.3 | -33.3 | -6.4 | -1.9 | -14.7 | -33.6 | -131.0 | -50.6 | -5.4
O=C(CSc1nnnn1-c1cccc(C(=O)O)c1)NC(c1ccccc1)c1ccccc1 | 8.7 | 9.9 | -1.1 | 14.1 | -1.8 | -2.9 | 3.2 | -4.3 | -5.9 | 3.4 | -6.3
C=CCOc1cccc(C2C(C(=O)c3ccco3)=C(O)C(=O)N2Cc2ccco2)c1 (centres undefined) | -13.2 | 8.3 | 18.4 | -10.4 | 3.3 | 7.1 | 0.5 | -26.6 | -0.5 | -4.5 | -0.6
CCNc1cc(N2CCOCC2)nc(SC)n1 | 14.0 | -1.3 | -0.1 | 12.7 | 11.2 | 14.7 | -7.0 | 3.3 | -1.4 | 7.4 | -5.4

Screening results: PubChem, several laboratories
